uPA surface inh: inhibitors of cell surface uPA generation; Potency, µM (series often up to 38.3 µM), without a hit: top-dose activity change, negative = inhibition, hits mostly inhibitors; hit rate 0.31% among 330,000; AID 540303; cell surface uPA generation assay, qHTS; active = well fitted inhibition curve with a large enough effect; inconclusive = small, poorly fitted or top-dose-only effect; inactive = no such curve, though single readings can be large or run the other way; tested in mouse RAW 264.7 cells; also: % is scaled to controls: 0 for no effect and ±100 for the full control effect; nearly all actives have a fitted effect of over 55% in size
BRCA1 expr up: BRCA1 expression activation; hit rate 1.1% among 380,000; MCF7-BRCA1-FFLuc reporter, luminescence, 48 h; response scale: scaled: vehicle 0%, 10 µM genistein 100%; Potency, µM (doses to about 46.1 µM), without a hit: at the top dose activation, actives largely listed as activators; active = well fitted activation curve with a large enough effect; inconclusive = small, poorly fitted or top-dose-only effect; inactive = no such curve, though single readings can be large or run the other way; also: nearly all actives have a fitted effect of over 80% in size; some results filed as inactive show a strong effect at the top dose
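Luminescence from a BRCA1-driven firefly luciferase in MCF7 cells was read after 48 h compound exposure at 37 C. Data normalized against DMSO and a 10microM genistein activation control, then curve-fitted across the titration.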
Active calls of the source: *; ? = inconclusive; [ ] = remark or other dose. Potency is read from the fitted curve at half-maximal effect.

Values run as follows: uPA surface inh	BRCA1 expr up
[1] CN(C)CCCn1c(=O)n(C2CCCCC2)c(=O)c2c3c(sc21)CCCCC3
  2%	23%
[2] O=C1C2CC=CCC2C(=O)N1c1nccs1 (stereo not drawn)
  0%	-14%
[3] COc1cc(/C=C/C=C2/CC/C(=C/C=C/c3ccc(O)c(OC)c3)C2=O)ccc1O
  -2%	-59%
[4] O=C(NCC1CC1)c1onc(CSc2ccccc2)c1C(=O)NCC1CC1
  -4%	13%
[5] CC(=O)Nc1ccc(CCNC(=O)c2ccc3ccccc3c2O)cc1
  3%	64%
[6] O=C(CN1C(=O)CCC1=O)Nc1nc2c(F)cc(F)cc2s1
  10%	13%
[7] COC(=O)[C@@H](Cc1ccccc1)NC(=O)CC[C@H]1O[C@@H](n2cc(C)c(=O)[nH]c2=O)C[C@@H]1O
  15%	-21%
[8] COc1ccc(N2CCN(C(=O)CSc3ncnc4scc(-c5ccc(C)cc5)c34)CC2)cc1
  -6%	-71%
[9] CC(=O)Nc1ccc2c(c1)C(=Nc1ccccc1)c1ccccc1-2
  -1%	31%
[10] Cc1cn(C2CC(O)C(CO)O2)c(=O)n(Cc2ccccc2)c1=O (stereo not drawn)
  -5%	-1%
[11] O=C(CSc1nnc(NC(=O)c2ccccc2[N+](=O)[O-])s1)NC1CCCC1
  -8%	62%
[12] O=C(NN=Cc1cc(Cl)ccc1[N+](=O)[O-])c1cccc2ccccc12
  4%	-32%
[13] CC(C)CCN1C(=O)c2cccc3c(N)ccc(c23)C1=O
  0%	13%
[14] COC(=O)C1OCOC2C(C(=O)OC)OCOC12 (stereo not drawn)
  0%	-13%
[15] O=C1c2ccccc2S(=O)(=O)c2cc(N3CCN(c4ccccn4)CC3)ccc21
  16%	-8%
[16] COc1ccc([C@H]2/C=C\CN(C(=O)C3CCCC3)[C@@H](C)C(=O)N2Cc2ccc(F)cc2)cc1
  -9%	-7%
[17] CC(=O)Nc1ccc(NC(=O)c2c(C)c(-c3ccccc3)nc3ccccc23)cc1
  -3%	-19%
[18] COC(=O)C(C)Sc1nc2c(c(-c3ccc(OC)cc3)c1C#N)-c1ccccc1C2=O (stereo not drawn)
  0%	-2%[1.84 µM]
[19] COC(=O)c1cccc(Oc2nc3c(c(=O)n(C)c(=O)n3C)n2Cc2ccc(C)cc2)c1
  6%	0%
[20] COCCN1C(=O)N[C@@H](c2ccccc2)[C@H](C(=O)OC)[C@H]1C
  4%	0%

Shown in markdown: entries from further up
| # | SMILES | uPA surface inh | BRCA1 expr up |
| --- | --- | --- | --- |
| 1 | CN(C)CCCn1c(=O)n(C2CCCCC2)c(=O)c2c3c(sc21)CCCCC3 | 2% | 23% |
| 2 | O=C1C2CC=CCC2C(=O)N1c1nccs1 (stereo not drawn) | 0% | -14% |
| 3 | COc1cc(/C=C/C=C2/CC/C(=C/C=C/c3ccc(O)c(OC)c3)C2=O)ccc1O | -2% | -59% |
| 4 | O=C(NCC1CC1)c1onc(CSc2ccccc2)c1C(=O)NCC1CC1 | -4% | 13% |
| 5 | CC(=O)Nc1ccc(CCNC(=O)c2ccc3ccccc3c2O)cc1 | 3% | 64% |
| 6 | O=C(CN1C(=O)CCC1=O)Nc1nc2c(F)cc(F)cc2s1 | 10% | 13% |
| 7 | COC(=O)[C@@H](Cc1ccccc1)NC(=O)CC[C@H]1O[C@@H](n2cc(C)c(=O)[nH]c2=O)C[C@@H]1O | 15% | -21% |
| 8 | COc1ccc(N2CCN(C(=O)CSc3ncnc4scc(-c5ccc(C)cc5)c34)CC2)cc1 | -6% | -71% |
| 9 | CC(=O)Nc1ccc2c(c1)C(=Nc1ccccc1)c1ccccc1-2 | -1% | 31% |
| 10 | Cc1cn(C2CC(O)C(CO)O2)c(=O)n(Cc2ccccc2)c1=O (stereo not drawn) | -5% | -1% |
| 11 | O=C(CSc1nnc(NC(=O)c2ccccc2[N+](=O)[O-])s1)NC1CCCC1 | -8% | 62% |
| 12 | O=C(NN=Cc1cc(Cl)ccc1[N+](=O)[O-])c1cccc2ccccc12 | 4% | -32% |
| 13 | CC(C)CCN1C(=O)c2cccc3c(N)ccc(c23)C1=O | 0% | 13% |
| 14 | COC(=O)C1OCOC2C(C(=O)OC)OCOC12 (stereo not drawn) | 0% | -13% |
| 15 | O=C1c2ccccc2S(=O)(=O)c2cc(N3CCN(c4ccccn4)CC3)ccc21 | 16% | -8% |
| 16 | COc1ccc([C@H]2/C=C\CN(C(=O)C3CCCC3)[C@@H](C)C(=O)N2Cc2ccc(F)cc2)cc1 | -9% | -7% |
| 17 | CC(=O)Nc1ccc(NC(=O)c2c(C)c(-c3ccccc3)nc3ccccc23)cc1 | -3% | -19% |
| 18 | COC(=O)C(C)Sc1nc2c(c(-c3ccc(OC)cc3)c1C#N)-c1ccccc1C2=O (stereo not drawn) | 0% | -2%[1.84 µM] |
| 19 | COC(=O)c1cccc(Oc2nc3c(c(=O)n(C)c(=O)n3C)n2Cc2ccc(C)cc2)c1 | 6% | 0% |
| 20 | COCCN1C(=O)N[C@@H](c2ccccc2)[C@H](C(=O)OC)[C@H]1C | 4% | 0% |

New compounds follow.
Values run as follows: uPA surface inh	BRCA1 expr up
[21] Cc1onc(-c2c(F)cccc2Cl)c1C(=O)Nc1cccc(S(=O)(=O)N2CCCCC2)c1
  0%	-30%
[22] CC(=O)Nc1ccc(Cl)cc1-c1ccccc1
  -6%	0%
[23] Clc1cc(-c2ccccc2)nc(-c2ccccc2)n1
  -7%	-65%
[24] CN(Cc1ccccc1F)C(=O)c1ccc(NC(=O)CC2SC(N3CCCCC3)=NC2=O)cc1 (stereo not drawn)
  -5%	-16%
[25] O=C(Nc1ccn(CCCNCc2ccc3c(c2)OCO3)c(=O)n1)OCc1ccccc1
  16%	13%
[26] CCOC(=O)Nc1cccc2c1-c1ccc([N+](=O)[O-])cc1C2=O
  -4%	-16%
[27] CC(NC(=O)c1cccs1)c1ccccc1 (stereo not drawn)
  6%	1%
[28] Cc1ccc(N2C(=O)CCC2=O)c(C)c1
  0%	-1%
[29] O=C(O)Cc1cc(=O)[nH]n(-c2ccccc2)c1=O
  2%	3%
[30] Nc1nc(-c2ccccc2)nc(-c2ccccc2O)n1
  -14%	-53%
[31] Cc1c(C(=O)O)sc(S(=O)(=O)N2CCN(C(=O)Cc3ccc(Cl)cc3)CC2)c1C(=O)O
  2%	-18%
[32] Cc1ccccc1C(=O)N1CCC2CC1c1cc(Cl)ccc12 (stereo not drawn)
  -12%	-4%
[33] CCCNC(=O)N1C2=NC(C(=O)OC)=C(C(=O)OC)[C@@H]3N(Cc4ccccc4)c4ccccc4[C@]23C[C@H]1CO
  -4%	18%
[34] Oc1c(CN2CCOCC2)cc(CN2CCOCC2)c(O)c1O
  6%	11%
[35] Cc1ccc(NCCCn2cnc3c(OCc4ccccc4)ncnc32)cc1C
  6%	-31%
[36] Clc1cccc2sc(N3CCOCC3)nc12
  0%	16µM*
[37] C[C@H](O)[C@@H]1C(=O)N2CCc3ccc(N4CCOCC4)cc3[C@@H]2C[C@@H]1N(C)C(=O)C(C)(C)C
  18%	13%
[38] COc1ccccc1C1/C(=C(/O)c2cnn(-c3ccccc3)c2C)C(=O)C(=O)N1CCN(C)C (stereo not drawn)
  -14%	0%
[39] CC(Oc1ccccc1F)C(=O)NNC(=O)Cc1ccc(S(=O)(=O)N2CCOCC2)s1 (stereo not drawn)
  7%	7%
[40] CC(C)CC(=O)N1CCN(c2ccc([N+](=O)[O-])c(NCc3ccccc3)c2)CC1
  -9%	-48%

Values run as follows: uPA surface inh	BRCA1 expr up
[41] N#CCC(CNc1ncc(C(F)(F)F)cc1Cl)OC(=O)c1c(F)cccc1F (stereo not drawn)
  ?	1%
[42] CCC(=O)NCCCc1nc(-c2ccccc2)no1
  2%	-3%
[43] O=C(Nc1ccc(-c2ccccc2)cc1)c1ccc2c(c1)S(=O)(=O)c1ccccc1C2=O
  8%	7%
[44] CCc1cccc2c1NC(=O)C2=O
  2%	-26%
[45] CC(=O)Nc1ccc2c(c1)C(N1CC3CCC(CC3)C1)c1ccccc1-2 (stereo not drawn)
  -8%	-70%
[46] CCCOc1ccc(C2C(C(=O)c3ccc(C)o3)=C(O)C(=O)N2CCCn2ccnc2)cc1 (stereo not drawn)
  1%	9%
[47] CC(=O)CSc1nc(CCc2ccccc2)c(C#N)c(=O)[nH]1
  0%	0%
[48] Cc1ccc(S(=O)(=O)NCC(=O)OCC(=O)c2ccc(Cl)s2)cc1
  3%	10%
[49] N#C/C(=C\c1cccc2ccccc12)c1nn(-c2ccccc2)c(N)c1C#N
  -5%	-57%
[50] O=C(O)/C=C(/c1ccccc1)C(F)(F)F
  0%	-3%
[51] COC(=O)c1ccc(NC(=O)CSc2nnc(-c3ccccc3Br)n2-c2ccccc2)cc1
  -1%	-1%
[52] CC(C)(C)OC(=O)N(Cc1ccccc1)Cc1cccc(OCc2cccc(NC(=O)C3CC3)c2)c1
  ?	-52%
[53] CCOC(=O)C1C(=O)C(=O)N(C(C)C)C1C(=O)OCC (stereo not drawn)
  3%	-13%
[54] COc1ncnc2c1ncn2CC1COC(C)(C)O1 (stereo not drawn)
  2%	28%
[55] COCCN1C(=O)N[C@@H](c2ccccc2)[C@H](C(C)=O)[C@H]1C
  5%	14%
[56] Cc1cn(C2CCCCO2)c(=O)[nH]c1=O (stereo not drawn)
  -1%	-5%
[57] Cc1cc(C)nc(NC2=N[C@@H]3CCCC[C@H]3N2C(=O)Nc2cc(Cl)cc(Cl)c2)n1
  -3%	-9%
[58] C[C@@H]1CN(S(=O)C(C)(C)C)[C@@H](CCO)/C1=C\c1ccccc1 (stereo partly drawn)
  -9%	-1%
[59] COC1OC2COC(c3ccccc3)OC2C(O)C1NC(=O)c1ccccc1 (stereo not drawn)
  -5%	2%
[60] CC(=O)Nc1n[nH]c(=S)s1
  1%	21%

Values by screen from above.
BRCA1 expr up, nos. 22–32: 0%, -65%, -16%, 13%, -16%, 1%, -1%, 3%, -53%, -18%, -4%
uPA surface inh, nos. 22–32: -6%, -7%, -5%, 16%, -4%, 6%, 0%, 2%, -14%, 2%, -12%

Remaining list, next part
Values run as follows: uPA surface inh	BRCA1 expr up
[61] NS(=O)(=O)c1cc(C(=O)OCCNC(=O)c2ccccc2)c(Cl)cc1Cl
  -1%	-4%
[62] C(=C1c2ccccc2-c2ccccc21)c1ccccn1
  -6%	-59%
[63] Cc1c(C(c2cc(O)ccc2Cl)c2c(C)n(C)n(-c3ccccc3)c2=O)c(=O)n(-c2ccccc2)n1C
  4%	-12%
[64] O=C(Nc1ccc([N+](=O)[O-])cc1NC(=O)c1ccccc1)c1ccccc1
  -5%	-22%
[65] Fc1cccc(F)c1[B-](F)(F)F
  8%	4%
[66] CCN1CCC(CN2CCNC2=S)CC1
  7%	2%
[67] CC(O)C(NS(=O)(=O)c1ccc2ccccc2c1)C(=O)OCC(=O)Nc1ccccc1OC(F)F (stereo not drawn)
  0%	-1%
[68] CC(=NNC(=O)c1ccncc1)c1ccc(Cl)c(Cl)c1
  -1%	4%
[69] Cc1cccc(NC(=O)CSc2nccn2C)c1
  0%	55%
[70] O=C1CC(C(=O)O)NC(=S)N1 (stereo not drawn)
  2%	-3%
[71] COc1ccc(C(=O)Nc2c(O)ccc3ccccc23)cc1OC
  -9%	-53%
[72] Cc1cccc2c1Sc1ccc(Cl)cc1CC2N1CCNCC1 (stereo not drawn)
  ?	-111%[inhibitor]
[73] C/C(=N\NC(=O)CCC(=O)N/N=C(\C)c1ccc(C)o1)c1ccc(C)o1
  11%	-12%
[74] CC1=CC(C)(C)NC(=S)N1CCO
  5%	-5%
[75] COC(=O)C1=C[C@@H](C(=O)OC)[C@@H]2C3=C(C(=O)[C@@]2(C)NC(=O)c2ccccc2)[C@H](C)C(C(=O)OC)=C(C(=O)OC)[C@@H]3C1
  6%	6%
[76] CC(=O)N1CCc2cc(S(=O)(=O)NCCC3=CCCCC3)ccc21
  -5%	-25%
[77] CCOC(=O)C1(Cc2ccccc2)CCCCCC1=O (stereo not drawn)
  -2%	10%
[78] Cc1cc(C(=O)N2CCN(c3ncccn3)CC2)sc1-c1ccccc1
  0%	8%
[79] COC1C=COC2(C)Oc3c(C)c(O)c4c(O)c(c(CN5CCN(C)CC5)c(O)c4c3C2=O)NC(=O)C(C)=CC=CC(C)C(O)C(C)C(O)C(C)C(OC(C)=O)C1C (stereo not drawn)
  2%	-25%
[80] COc1ccc(C(CNC(=O)c2cccc(NS(=O)(=O)c3ccccc3)c2)N2CCCC2)cc1 (stereo not drawn)
  -24%	-11%
[81] c1cc(-c2cc3cc(N4CCOCC4)ccc3o2)cs1
  ?	?

A portion of the library; count on the stated rates, not on these rows.
